Screens: PubChem, several laboratories
VLA-4 inh = inhibition in human VLA-4 binding assay, primary screen, VLA-4 allosteric modulator project, MLPCN library, flow cytometry, VLA-4 expressing cells | Integrin alpha-4 (Homo sapiens), P13612 | ligand binding flow cytometry | inhibition, % (about 7 µM as worked out from the volumes in the protocol) | hit rate 0.2% among 330,000 | AID 2557, 2010; in the data active = inhibition above about 50%
Target sequence (P13612 whole entry, looked up): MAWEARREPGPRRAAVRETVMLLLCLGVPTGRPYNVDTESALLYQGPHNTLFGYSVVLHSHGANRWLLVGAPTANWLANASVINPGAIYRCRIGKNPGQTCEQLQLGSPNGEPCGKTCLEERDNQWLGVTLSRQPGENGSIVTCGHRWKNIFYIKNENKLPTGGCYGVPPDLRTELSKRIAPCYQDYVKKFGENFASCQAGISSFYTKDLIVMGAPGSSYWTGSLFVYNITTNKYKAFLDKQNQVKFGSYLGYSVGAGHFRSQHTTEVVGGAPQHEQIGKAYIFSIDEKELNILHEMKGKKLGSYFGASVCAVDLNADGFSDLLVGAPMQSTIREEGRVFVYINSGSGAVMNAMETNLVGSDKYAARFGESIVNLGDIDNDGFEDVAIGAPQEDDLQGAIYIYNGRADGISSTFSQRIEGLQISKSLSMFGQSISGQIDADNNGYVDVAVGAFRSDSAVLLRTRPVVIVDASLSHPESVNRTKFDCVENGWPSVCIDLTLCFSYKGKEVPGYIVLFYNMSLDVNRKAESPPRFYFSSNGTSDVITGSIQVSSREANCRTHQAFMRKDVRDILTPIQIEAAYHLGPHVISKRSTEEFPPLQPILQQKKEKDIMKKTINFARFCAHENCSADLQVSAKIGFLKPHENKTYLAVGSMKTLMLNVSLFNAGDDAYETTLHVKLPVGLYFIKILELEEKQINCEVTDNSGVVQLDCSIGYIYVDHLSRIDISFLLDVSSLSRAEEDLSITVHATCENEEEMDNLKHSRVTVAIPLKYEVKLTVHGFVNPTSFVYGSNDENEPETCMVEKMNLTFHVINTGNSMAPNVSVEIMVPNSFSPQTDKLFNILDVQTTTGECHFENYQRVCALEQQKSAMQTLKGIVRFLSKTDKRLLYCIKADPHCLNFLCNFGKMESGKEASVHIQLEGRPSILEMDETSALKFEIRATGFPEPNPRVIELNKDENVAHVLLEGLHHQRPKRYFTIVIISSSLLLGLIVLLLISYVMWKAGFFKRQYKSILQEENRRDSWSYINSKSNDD
MCL1-BIM inh = inhibitors of MCL1 binding to BIM-BH3, primary screen, biochemical, fluorescence polarization; inhibition, % at 10.9 µM; hit rate 0.68% among 320,000; Induced myeloid leukemia cell differentiation protein Mcl-1 (Homo sapiens), Q07820; AID 2057, 2009; GST-MCL1 / FITC-Bim-BH3 fluorescence polarization;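 active = inhibition above the mean inhibition of all tested compounds plus 3 SD, set per campaign, cut at about 40% in these data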;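 note: 0% = DMSO wells and 100% = unlabeled Bim-BH3 peptide control; higher means more loss of mP so more displacement of Bim peptide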
GLD-1 RNA inh = GLD-1/TGE RNA complex disruptors, primary screen, biochemical, fluorescence polarization; purified GLD-1 + fluorescein TGE RNA; AID 2280, 2010; inhibition, % at 5.96 µM; hit rate 0.44% among 320,000; Female germline-specific tumor suppressor gld-1 (Caenorhabditis elegans), Q17339;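 active = percent inhibition above a per-plate cutoff, the plate mean of test compounds plus 3 SD, cut at about 30% in these data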;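 note: 0% = DMSO wells with GLD-1 and probe and 100% = wells lacking GLD-1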
GRK2 aptamer HTS = compounds blocking aptamer binding on GRK2 – biochemical, human GRK2, bead flow cytometry, HTS, primary screen. inhibition of aptamer binding, % at 10 µM. AID 488847, 2010. hit rate 0.59% among 330,000. FAM-aptamer displacement from GRK2. Beta-adrenergic receptor kinase 1 (Homo sapiens), P25098;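 active = inhibition of aptamer binding above 40%, roughly 3 SD of noise, on plates passing a quality check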;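 note: median bead fluorescence of bound FAM aptamer so fluorescent compounds give negative values; no value below 0 was filed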
AGP1-GFP MLPCN = modulators of AGP1-GFP expression in yeast TOR pathway, primary screen, cell-based, multiplex flow cytometry, S. cerevisiae, MLPCN library; 3 h; GFP as percent of DMSO wells; hit rate 0.02% among 320,000; GFP response vs DMSO, % at 10 µM; AID 2066, 2009;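 active = GFP response relative to DMSO above a set limit, near screen average plus 3 SD, cut at about 150% in these data; inconclusive = fewer than 70 cells counted for the yeast strain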;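 note: median GFP channel fluorescence of the gated AGP1 strain per well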
CIT2-GFP yeast = modulators of CIT2-GFP expression in yeast, primary screen, S. cerevisiae, GFP fusion, multiplex flow cytometry, MLPCN library; hit rate 0.065% among 320,000; GFP response vs DMSO, % at 10 µM; S. cerevisiae CIT2-GFP strain, 3 h; 100 means same as DMSO wells;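 active = GFP response relative to DMSO above a set limit, near the screen mean plus 3 SD, cut at about 150% in these data; inconclusive = Fewer than 70 cells measured for a yeast strain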;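 note: ratio of well median GFP fluorescence to mean of DMSO wells on the plate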
CR mimetic SO = reduction of superoxide in aged yeast, primary screen, HTS; S. cerevisiae aged cells, superoxide DHE fluorescence; hits give low values; superoxide response (% of plate mean), % at 10 µM; hit rate 0.18% among 330,000;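 active = superoxide response under a set limit, about three screen SD below normal, cut at about 65% in these data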;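 note: yeast aged for seven days with compound at 30 °C before DHE staining; 100% = average MFI of all compound-treated wells on the plate with controls excluded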
MEX-5 binding = MEX-5 zinc finger RNA-binding disruptors – biochemical, C. elegans, fluorescence polarization, MLPCN library, primary screen | MEX-5/FITC-TCR2 RNA binding; hits give low values | activity score (negative = inhibition of binding), % at 10 µM | hit rate 0.38% among 300,000 | AID 1832, 2009;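 active = inhibition past about -25% in most replicates, and total fluorescence under double the plate's negative control median, limit read from the data; inconclusive = replicates evenly split on the limit, or fluorescence at least double controls; inactive = too little inhibition in most replicates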;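 note: 0% = DMSO and -100% = 5 µM competing unlabeled TCR2 RNA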
Bcl-xL primary = inhibitors of human Bcl-xL, primary screen, biochemical, fluorescence polarization, HTS | inhibition, % at 10.9 µM | AID 2129, 2009 | GST-Bcl-xL / FITC-Bim BH3 peptide fluorescence polarization | Bcl-2-like protein 1 (Homo sapiens), Q07817 | hit rate 0.7% among 320,000;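 active = inhibition above the mean of all tested compounds plus 3 SD, cutoff set per campaign, cut at about 30% in these data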;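 note: 0% = DMSO wells and 100% = unlabeled Bim-BH3 peptide competitor; inhibitors lower millipolarization by displacing the labeled peptide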
Starred values were filed as active, the others as inactive; u = inconclusive; x = no result given.

Short keys – A = VLA-4 inh; B = MCL1-BIM inh; C = GLD-1 RNA inh; D = GRK2 aptamer HTS; E = AGP1-GFP MLPCN; F = CIT2-GFP yeast; G = CR mimetic SO; H = MEX-5 binding; I = Bcl-xL primary
> O=C(Nc1nc2c(F)cc(F)cc2s1)C1COc2ccccc2O1 (centres undefined)
  A = 0; B = 0; C = 1; D = 29; E = 89; F = 85; G = 123; H = 0.5; I = 1

> Cc1cccc(OC2CCN(Cc3c(C(=O)N4CCCC4)nc4ccccn34)CC2)c1
  A = -1; B = 10; C = -5; D = 0; E = 101; F = 106; G = 118; H = -1.9; I = 6

> CS(=O)(=O)NCc1nnc(SCC(=O)NC2CCCCC2)n1-c1ccc(F)cc1
  A = 12; B = -6; C = -1; D = 0; E = 109; F = 108; G = 104; H = 2.9; I = 0

> CC(C)n1c(S(=O)(=O)O)nc2ccccc21
  A = 8; B = -5; C = 2; D = 3; E = 96; F = 96; G = 100; H = -4.1; I = -3

> CCN(CC)c1ccc(C2C(C(=O)OCCOC(C)C)=C(C)NC3=C2C(=O)CCC3)cc1 (centres undefined)
  A = 5; B = -6; C = -7; D = 3; E = 100; F = 101; G = 104; H = -1.0; I = 2

> CC(C)[C@H](NC(=O)N1c2ccccc2NC(=O)[C@@H]1C(C)C)C(=O)N[C@H](Cc1ccccc1)C(=O)O
  A = 16; B = -1; C = 4; D = 0; E = u; F = u; G = 90; H = 0.4; I = -4

> CN(c1ccc(OCC(=O)N2CCOCC2)cc1)S(=O)(=O)c1ccc(F)cc1
  A = 6; B = 8; C = 0; D = 0; E = 100; F = 109; G = 93; H = 0.7; I = 7

> CC(Oc1ccccc1Cl)C(=O)Nc1ccc(S(=O)(=O)N2CCCC2)cc1 (centres undefined)
  A = 32; B = 4; C = 0; D = 0; E = 115; F = 99; G = 97; H = -1.8; I = 3

> O=C(CSc1nnc(Nc2ccccc2F)s1)NC1CCCC1
  A = 15; B = 3; C = -4; D = 3; E = 85; F = 85; G = 102; H = x; I = -6

> CCC1CCCCN1CCCNC(=O)Cn1ncc2c(C)n(Cc3ccccc3Cl)c(C)c2c1=O (centres undefined)
  A = -1; B = 2; C = -6; D = 0; E = 98; F = 92; G = 134; H = -0.8; I = 1

> S=C(Nc1ccc(Br)cc1Cl)NN1CCOCC1
  A = 8; B = 2; C = -6; D = 0; E = 106; F = x; G = 91; H = 1.5; I = 6

> CCOc1cccc(/C=N/Nc2nc(N3CCCC3)nc(N3CCCC3)n2)c1O
  A = -7; B = 3; C = 0; D = 1; E = 94; F = 97; G = 119; H = 2.1; I = 1

> Cc1cc(C(=O)N/N=C/c2ccc([N+](=O)[O-])cc2)c(C)o1
  A = 8; B = 7; C = 3; D = 1; E = 96; F = x; G = 97; H = 4.0; I = 5

> O=C(Nn1cnc2ccccc2c1=O)c1ccccc1Cl
  A = 9; B = 10; C = 2; D = 0; E = 97; F = 87; G = 99; H = 0.1; I = 5

> CCOc1ccc(S(=O)(=O)N2CCN(C)CC2)c(C)c1C
  A = 13; B = 4; C = 0; D = 3; E = 97; F = 95; G = 114; H = -2.7; I = 5

> O=C(CCCC(=O)N1CCN(c2ccc([N+](=O)[O-])cc2)CC1)c1ccccc1
  A = -4; B = -5; C = -7; D = 1; E = 104; F = 108; G = 114; H = 1.8; I = 0

> COc1ccccc1COCC(O)CN1CCCCC1CO (centres undefined)
  A = 9; B = 2; C = -1; D = 3; E = 100; F = 97; G = 116; H = -1.3; I = 8

> COCCCN1C(=O)C(=O)/C(=C(/O)c2ccc(OC)cc2)C12C(=O)N(C)c1ccccc12 (centres undefined)
  A = -31; B = -4; C = 4; D = 5; E = 101; F = 101; G = 110; H = 0.3; I = 2

> CCS(=O)(=O)c1nc(S(=O)(=O)c2ccc(Cl)cc2)c(NCCCN2CCCC2=O)s1
  A = 7; B = -11; C = 1; D = 0; E = 104; F = 100; G = 90; H = -1.4; I = -2

> Cc1ccc(C)c(NC(=O)CSc2nnc(-c3ccccc3C)o2)c1
  A = 13; B = -5; C = -1; D = 0; E = 103; F = 96; G = 90; H = -2.3; I = 8

> Cc1ccc(CCNC(=O)C(C)n2nc(C)c3c(C)n(-c4ccccc4)nc3c2=O)cc1 (centres undefined)
  A = -1; B = -2; C = -3; D = 1; E = 103; F = 97; G = 92; H = 1.9; I = 2

> O=C(NCCS(=O)(=O)N1CCCCC1)c1ccc2c(c1)OCO2
  A = -14; B = 2; C = 4; D = 0; E = 95; F = 94; G = 106; H = -1.4; I = 2

> CCC(=O)Nc1cccc(-c2nnc(SCC(=O)NCc3ccco3)n2C)c1
  A = -25; B = -41; C = 9; D = 0; E = 103; F = 104; G = 95; H = 1.3; I = -26

> O=C(C1CC1)N(CCc1ccccc1)Cc1nc2ccccc2c(=O)[nH]1
  A = -2; B = 8; C = 12; D = 0; E = 104; F = 111; G = 91; H = 2.1; I = -5

> O=c1[nH]c(-c2ccco2)nc2sc3c(c12)CCCC3
  A = 11; B = 5; C = -5; D = 0; E = 92; F = 84; G = 106; H = 2.8; I = 3

Some of the entries above in another layout.
Compound,VLA-4 inh,MCL1-BIM inh,GLD-1 RNA inh,GRK2 aptamer HTS,AGP1-GFP MLPCN,CIT2-GFP yeast,CR mimetic SO,MEX-5 binding,Bcl-xL primary
CS(=O)(=O)NCc1nnc(SCC(=O)NC2CCCCC2)n1-c1ccc(F)cc1,12,-6,-1,0,109,108,104,2.9,0
CC(C)n1c(S(=O)(=O)O)nc2ccccc21,8,-5,2,3,96,96,100,-4.1,-3
CCN(CC)c1ccc(C2C(C(=O)OCCOC(C)C)=C(C)NC3=C2C(=O)CCC3)cc1 (centres undefined),5,-6,-7,3,100,101,104,-1.0,2
CC(C)[C@H](NC(=O)N1c2ccccc2NC(=O)[C@@H]1C(C)C)C(=O)N[C@H](Cc1ccccc1)C(=O)O,16,-1,4,0,u,u,90,0.4,-4
CN(c1ccc(OCC(=O)N2CCOCC2)cc1)S(=O)(=O)c1ccc(F)cc1,6,8,0,0,100,109,93,0.7,7
CC(Oc1ccccc1Cl)C(=O)Nc1ccc(S(=O)(=O)N2CCCC2)cc1 (centres undefined),32,4,0,0,115,99,97,-1.8,3
O=C(CSc1nnc(Nc2ccccc2F)s1)NC1CCCC1,15,3,-4,3,85,85,102,x,-6

The listing continues:
Short keys – A = VLA-4 inh; B = MCL1-BIM inh; C = GLD-1 RNA inh; D = GRK2 aptamer HTS; E = AGP1-GFP MLPCN; F = CIT2-GFP yeast; G = CR mimetic SO; H = MEX-5 binding; I = Bcl-xL primary
> CCN(CC)c1ccc(/C=N/NC(=O)CNC(=O)/C=C/c2ccco2)cc1
  A = -12; B = 1; C = 10; D = 0; E = 97; F = 104; G = 84; H = -4.7; I = 2

> CCN(C[C@H]1N[C@@](C)(C(=O)OC)[C@H]2C(=O)N(C)C(=O)[C@@H]12)S(=O)(=O)c1ccc(OC(F)(F)F)cc1
  A = 25; B = x; C = 1; D = 0; E = 99; F = 94; G = 105; H = x; I = x

> COc1ccc(Oc2cn[nH]c2-c2ccc(OCC(=O)NN)cc2O)cc1
  A = 3; B = 8; C = 8; D = 2; E = 102; F = 109; G = 92; H = -9.5; I = 6

> Cc1onc(-c2c(F)cccc2Cl)c1C(=O)O/N=C(\N)c1ccc([N+](=O)[O-])o1
  A = 5; B = 9; C = 7; D = 3; E = 96; F = 93; G = 134; H = 4.5; I = 6

> COc1cc([C@@H]2[C@H]3CN(C)CC=C3C(C#N)=C(N)C2(C#N)C#N)cc2c1OCO2
  A = -7; B = 52*; C = 21; D = 0; E = 104; F = 106; G = 74; H = x; I = 54*

> COc1ccccc1NC(=O)C(C)OC(=O)c1cccc(-n2cnnn2)c1 (centres undefined)
  A = 10; B = -6; C = 1; D = 0; E = 101; F = 98; G = 96; H = -3.2; I = 1

> S=C1NC[C@H](Cc2ccccc2)N1CCCCC1CCCCC1
  A = -3; B = 6; C = 1; D = 1; E = 83; F = 86; G = 94; H = 1.8; I = -3

> COC(=O)Nc1ccc(Oc2ccccc2)cc1
  A = -1; B = -2; C = -3; D = 0; E = 92; F = 71; G = 108; H = 0.1; I = 0

> O=C(NCc1cccc(C(F)(F)F)c1)C1CC(c2ccccc2[N+](=O)[O-])=NO1 (centres undefined)
  A = -10; B = 0; C = 4; D = 3; E = 98; F = 92; G = 100; H = -0.5; I = 1

> CC(=O)Nc1c2c(nn1-c1ccc(Cl)cc1)CSC2
  A = 6; B = 2; C = 4; D = 0; E = 105; F = 101; G = 93; H = -0.8; I = 2

> O=C(NC(=S)Nc1ccccc1O)c1cncc(Br)c1
  A = -26; B = -18; C = 1; D = 1; E = 107; F = 101; G = 76; H = 3.6; I = -12

> CC1=C(C#N)C(c2ccc(O)cc2)C2=C(CC(C)(C)CC2=O)N1 (centres undefined)
  A = 13; B = 6; C = 8; D = 0; E = 93; F = 92; G = 107; H = 1.4; I = 3

> CN(CC(=O)NCCc1ccc(S(N)(=O)=O)cc1)S(=O)(=O)c1ccc(Br)s1
  A = -5; B = 2; C = -2; D = 90*; E = 93; F = 98; G = 93; H = -0.6; I = 6

> CC1CC(C)CN(CCCNC(=O)C2CCN(c3nnc(-n4cccc4)s3)CC2)C1 (centres undefined)
  A = 3; B = -5; C = -8; D = 0; E = 85; F = 89; G = 112; H = -1.4; I = -2

> CCN(CC(=O)NCc1ccc(Cl)cc1)C(=O)NCc1ccc(Cl)cc1
  A = 4; B = 2; C = 2; D = 2; E = 85; F = 83; G = 92; H = 3.2; I = 4

> C#CCOCCOCCOCCNc1nc(N2CCN(C(=O)C([C@@H](C)CC)n3cc(C(N)COC(=O)C(F)(F)F)nn3)CC2)nc(N2CCN(C(=O)[C@H](CCC(=O)O)n3cc(C(N)CC(C)C)nn3)CC2)n1 (some centres undefined)
  A = 34; B = 8; C = -5; D = 2; E = 87; F = 106; G = 96; H = 0.6; I = 4

> COc1ccc(C2CC(c3ccc(F)cc3)Nc3nc(N)nn32)cc1OC (centres undefined)
  A = 28; B = 1; C = 2; D = 0; E = 105; F = 107; G = 96; H = -0.3; I = 3

> O=C(Nc1nc(-c2ccccc2)c(-c2ccccc2)o1)c1ccc(F)cc1
  A = 4; B = -2; C = 1; D = 2; E = 92; F = 93; G = 116; H = 2.2; I = -5

> CCCCCCCc1c(C)nc(N2CCOCC2)[nH]c1=O
  A = 4; B = -4; C = 0; D = 0; E = 102; F = 100; G = 102; H = -1.3; I = -5

> Cc1nn2c3c(cnc2c1-c1ccccc1)C(=O)CC(c1ccco1)C3 (centres undefined)
  A = -11; B = 6; C = 3; D = 0; E = 102; F = 105; G = 105; H = -1.2; I = 5

> CC(=O)Nc1ccc(-c2cc(-c3ccc(NC(C)=O)cc3)nc(-c3ccccc3)n2)cc1
  A = 27; B = -6; C = -6; D = 0; E = 99; F = 108; G = 91; H = -1.2; I = 6

Rows are unselected; overall some 2.1% were active at least once.
